Assay outcomes (PubChem)
GAA glycogen – qHTS Assay for Inhibitors and Activators of Human alpha-Glucosidase Cleavage of Glycogen; Potency, µM (series often up to 76.4 µM), for the others: at the top dose activity change, negative = inhibition, hits mostly inhibitors; recombinant GAA, glycogen substrate, Amplex Red glucose oxidase fluorescence; hit rate 0.38% among 300,000;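 further: 0% = full enzyme reaction and -100% = no-enzyme basal signal; the screen sought inhibitors and activators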
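Natural-substrate format: glycogen cleavage by 4 nM human enzyme, glucose read by Amplex Red coupling (Ex 573, Em 610 nm). Normalized to enzyme and no-enzyme controls.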
GAA inh – qHTS Assay for Inhibitors of Human alpha-Glucosidase as a Potential Chaperone Treatment of Pompe Disease; purified human GAA, 4-MU-alpha-glucoside fluorescence; hit rate 0.005% among 200,000; Potency, µM (top dose mostly 76.9 µM), for the others: at the highest dose activity change, negative = inhibition, actives largely listed as inhibitors; Lysosomal alpha-glucosidase (Homo sapiens), P10253;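 further: plate controls were uninhibited enzyme wells for no effect and no-enzyme background for full effect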
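Compounds are titrated up to 77 uM against 4 nM human enzyme. Substrate 4-methylumbelliferyl-alpha-D-pyranoside (400 uM) reacts 20 min at room temperature in pH 5.0 buffer; liberated 4-methylumbelliferone is read at 440 nm.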
Tau fluor cs – Counterscreen qHTS for Inhibitors of Tau Fibril Formation, Fluorescence Polarization; Potency, µM (highest dose often 57.7 µM), for the others: top-dose activity change, negative = decrease; hit rate 0.93% among 280,000; tau K18 P301L Alexa594 fluorescence, heparin fibrillization; further: on the % scale 0 is the no-effect control and ±100 the full control effect; nearly all actives have a fitted effect of over 55% in size
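Human tau K18 P301L (15 uM unlabeled, 0.24 uM Alexa 594-labeled) in 100 mM sodium acetate pH 7 with 20 uM heparin, 6 hr at 37 C. ThT 30 uM added, 1 hr ambient; Alexa 594 FP and total fluorescence read at 555/632 nm.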
Tau fibril ThT – qHTS for Inhibitors of Tau Fibril Formation, Thioflavin T Binding | Microtubule-associated protein tau (Homo sapiens), P10636 | recombinant tau K18 P301L (four-repeat tau fragment), heparin-induced fibrillization, ThT fluorescence | Potency, µM (doses to about 57.4 µM), for the others: at the top dose activity, negative = inhibition, most hits filed as inhibitors | hit rate 2.1% among 270,000 | AID 1460, 2008; further: on the % scale 0 is the no-effect control and ±100 the full control effect; nearly all actives have a fitted effect of over 55% in size
Target sequence (P10636 561-689 P618L limits assumed): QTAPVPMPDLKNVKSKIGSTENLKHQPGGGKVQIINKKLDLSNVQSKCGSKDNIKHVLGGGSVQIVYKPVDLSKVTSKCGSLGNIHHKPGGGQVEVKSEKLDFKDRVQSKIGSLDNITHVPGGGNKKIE
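Aggregation was driven by heparin (20 uM final) acting on recombinant tau […] bearing P301L in 100 mM sodium acetate pH 7; fibrils were detected with Thioflavin T.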
Tau fibril FP – qHTS for Inhibitors of Tau Fibril Formation, Fluorescence Polarization | hit rate 0.39% among 280,000 | Potency, µM (top dose mostly 57.7 µM), inactives show at the highest dose activity, negative = inhibition, most hits filed as inhibitors | AID 1468, 2008 | K18 P301L tau heparin fibrillization, Alexa594 FP, 6 h | Microtubule-associated protein tau (Homo sapiens), P10636; further: on the % scale 0 is the no-effect control and ±100 the full control effect; nearly all actives have a fitted effect of over 55% in size
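Quantitative HTS format: compounds meet 15 uM recombinant K18 P301L tau and Alexa 594-tau tracer in 100 mM sodium acetate pH 7; 20 uM heparin triggers fibrillization at 37 C over 6 hr; FP gives the signal.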
aGlu spleen mod – qHTS Assay for Inhibitors and Activators of Human alpha-Glucosidase From Spleen Homogenate; Lysosomal alpha-glucosidase (Homo sapiens), P10253; human spleen homogenate, 4-MU-alpha-glucoside fluorescence; Potency, µM (highest dose often 79.9 µM), inactives show at the highest dose activity change, negative = inhibition, actives largely listed as inhibitors; hit rate 0.006% among 240,000;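 further: 0% = enzyme with vehicle and -100% = no enzyme basal signal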
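Human spleen homogenate (1 ug) with 4-methylumbelliferyl-alpha-D-glucopyranoside (1 mM final) in 50 mM citrate/phosphate pH 5.0, 0.01% Tween-20; 40 min at 37 C. Stopped at pH 10; 4-MU fluorescence Ex 365/Em 440 nm; AC50 by Hill fit.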
aGal spleen mod – qHTS Assay for Inhibitors and Activators of Human alpha-Galactosidase From Spleen Homogenate | hit rate 0.008% among 240,000 | Alpha-galactosidase A (Homo sapiens), P06280 | Potency, µM (titrated, usually from 80 µM), for inactives: at the highest dose activity change, negative = inhibition, hits mostly inhibitors | human spleen homogenate, 4MU-alpha-Gal fluorescence, 40 min;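 further: 0% = enzyme with vehicle and -100% = no enzyme basal signal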
Target sequence (P06280 32-429 limits assumed): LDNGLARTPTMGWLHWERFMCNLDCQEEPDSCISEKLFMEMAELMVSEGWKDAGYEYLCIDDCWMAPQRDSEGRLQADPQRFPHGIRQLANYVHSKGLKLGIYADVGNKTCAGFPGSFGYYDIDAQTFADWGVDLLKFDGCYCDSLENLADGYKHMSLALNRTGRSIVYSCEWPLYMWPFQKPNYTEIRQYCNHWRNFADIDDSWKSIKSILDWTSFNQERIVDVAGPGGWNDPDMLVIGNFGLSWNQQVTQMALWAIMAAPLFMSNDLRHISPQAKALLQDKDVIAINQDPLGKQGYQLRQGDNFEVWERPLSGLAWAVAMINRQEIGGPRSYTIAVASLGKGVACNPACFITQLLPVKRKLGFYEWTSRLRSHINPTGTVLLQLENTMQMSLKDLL
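Inhibition or activation of alpha-galactosidase in human spleen homogenate is scored by 4-MU fluorescence after 40 min at 37C, pH 5.0, with 1 mM substrate. AC50s come from concentration-response fitted to the Hill equation.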
HTT ATP protect – qHTS Multiplex Assay to Identify Dual Action Probes in a Cell Model of Huntington: Cytoprotection (ATP); PC12 HTT-Q103 induced, cytoprotection, ATP luminescence, 40 h; Potency, µM (titrated, usually from 56.4 µM), inactives show cytoprotection (ATP increase), usual class: activators; hit rate 0.14% among 230,000; AID 1471, 2008;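 further: % of control where 0% means no effect; nearly all actives have a fitted effect of over 45% in size; toxic huntingtin expression switched on by the ecdysone agonist tebufenozide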
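Stable PC12 Q103-GFP cells in serum-supplemented, phenol red-free DMEM; induction by tebufenozide at 100 nM final; compound dose series; cell viability quantified luminescently from ATP.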
* = called active by the depositor; ? = inconclusive; . = no result given; [ ] = another dose, or the depositor's remark. The call rests on the fitted dose curve; in most records, active means well fitted curve in the direction sought with a large enough effect; inconclusive means small, poorly fitted or top-dose-only effect, or another doubt; inactive means no such curve, though single readings can be large; an effect the other way counts as inactive or inconclusive. Potency means the concentration at half of the fitted maximal effect.

Structure | GAA glycogen | GAA inh | Tau fluor cs | Tau fibril ThT | Tau fibril FP | aGlu spleen mod | aGal spleen mod | HTT ATP protect
Cc1nccn1CC(=O)O | 2.0% | 0.3% | -0.9% | -3.2% | -5.3% | 0.2% | -0.9% | 4.2%
CC(C)(C)N(Cc1cc2ccccc2[nH]c1=O)C(=O)C1CCCCC1 | 3.2% | 6.2% | -8.6% | -6.0% | 7.8% | -7.0% | -1.8% | -11.3%[0.074 µM]
CCn1c2ccccc2c2cc(NC(=O)COC(=O)c3ccccc3F)ccc21 | 6.7% | -0.2% | -26.0% | -6.8% | 0.8% | -6.4% | 2.2% | 13.6%[10 µM]
C=CCn1c(SCC(=O)OCC)nc2cc(C(=O)NCc3ccco3)ccc2c1=O | 17.7% | -1.4% | -22.8% | -17.4% | -7.0% | 2.5% | 7.2% | 16.5%
CCCN(CCC)C(=O)c1c(NC(=O)CC)sc2c1CCCCC2 | 5.9% | -0.4% | -2.5% | -9.1% | 4.6% | -0.9% | 6.0% | 34.4%[10 µM]
Cc1cnc(C)c(N2CCC(C(=O)NC(C)c3cccs3)CC2)n1 (stereo unspecified) | 5.4% | 1.8% | 3.0% | 0.3% | 6.8% | -1.2% | -1.2% | 0.5%
CCc1c(O)nc(SCC(=O)Nc2ccccc2)n(-c2ccccc2)c1=O | -0.7% | 1.8% | 3.9% | -0.8% | 1.3% | 2.9% | -5.2% | -14.1%
COc1ccc(S(=O)(=O)N2CC(O)CC2C(=O)Nc2cccnc2)cc1 (stereo unspecified) | 6.5% | -19.6% | -3.9% | -2.6% | -3.9% | 2.4% | -4.8% | 10.9%[10 µM]
O=c1oc2ccccc2c2nccnc12 | -12.4% | -5.6% | -3.5% | 2.1% | 2.4% | -5.9% | -9.0% | -1.5%
Cc1ccc(NC(=O)CNCc2ccccc2)c(Br)c1 | 2.4% | -0.4% | -5.3% | -12.1% | 11.1% | -17.8% | -3.9% | -27.4%
COc1ccccc1NC(=O)c1oc2ccccc2c1NC(=O)COc1cccc(C)c1 | -10.0%[76.3 µM] | . | -11.2% | 16.1% | -18.2% | . | . | .
Nc1nonc1-n1nnc(C(=O)N/N=C/C=C/c2ccccc2)c1CSC1=NCCS1 | 3.2% | . | ? | -11.4% | -8.7% | -5.4% | -7.1% | 16.9%[10 µM]
COC(=O)N1CC(C)N(C(=O)OC)CC1C (stereo unspecified) | 6.1% | 2.6% | 5.1% | -2.9% | -0.7% | 3.0% | 5.9% | 1.9%
O=C(NC1CCCC1)c1ccc(S(=O)(=O)N2CCOCC2)cc1 | 9.1% | -3.6% | -8.2% | -9.8% | 1.9% | -5.6% | -2.6% | -14.2%
CCOc1ccc(Br)cc1C(=O)Nc1ccc(C(=O)NCC(C)C)cc1 | 7.9% | -4.1% | -16.8% | -11.9% | 6.5% | 1.2% | -1.9% | .
Cc1nnc(NC2=NCCC2)o1 | 5.9% | -5.3% | -8.6% | -5.6% | 1.0% | 2.9% | -10.8% | -20.2%
O=C(Cn1c(C(=O)NCCCN2CCOCC2)cc2sccc21)c1ccccc1 | 5.2% | -0.4% | -1.7% | -7.5% | -7.5% | -4.9% | -5.3% | -10.1%[10 µM]
CC(=O)c1cc2c(cc1NS(=O)(=O)c1ccc(C)cc1)OCO2 | -11.8% | -1.4% | -23.1% | -8.0% | -7.8% | 0.1% | 0.8% | 13.6%
Cc1coc2c(C)c3oc(=O)c(CCC(=O)N4CCCCC4)c(C)c3cc12 | -3.8%[76.3 µM] | . | -5.5% | ? | -8.9% | . | . | .
CCOC(=O)c1ccc(N2C(=O)c3n[nH]c(-c4cccs4)c3C2c2ccc(OCC)cc2)cc1 (stereo unspecified) | 6.5%[76.3 µM] | . | ? | -1.1% | ? | . | . | .
CCc1nc(-c2ccccc2O)n(-c2ccccc2)n1 | -4.2% | -6.2% | -2.7% | -6.5% | -3.2% | -1.3% | -1.0% | -6.3%
Cc1ccc(NC(=O)CN2C(=O)S/C(=C\c3cccn3-c3cccc(C(=O)O)c3)C2=O)c(C)c1 | 0.5% | -6.3% | -20.8% | ? | -1.4% | -10.2% | -7.0% | 8.9%
O=C(Nc1ccc(-c2nc3cc(Cl)ccc3o2)cc1)C1CCCO1 (stereo unspecified) | 2.2% | -2.2% | -16.4% | ? | -13.6% | -20.4% | 0.8% | -9.8%[1.9 µM]
COc1cc(OC)nc(Oc2ccccc2C(=O)Oc2ccc(Cl)cc2)n1 | -11.2% | 0.6% | -18.8% | -13.9% | -6.2% | -14.4% | -4.7% | 5.9%
CC(NC(=O)c1cccnc1)C(=O)N1CCCCC1 (stereo unspecified) | 1.3% | -6.0% | -5.6% | -3.3% | -3.4% | 3.8% | -16.8% | -15.1%
CCC(C)c1ccc(NC(=O)C2CC2)cc1 (stereo unspecified) | -7.1% | -0.3% | -6.9% | -8.4% | 1.5% | -2.6% | 6.6% | -13.9%
COc1ccc(S(=O)(=O)Nc2nc3n(n2)C(c2ccc(Cl)cc2)CC(=O)N3)cc1 (stereo unspecified) | 7.8% | -7.1% | -3.9% | -5.0% | -6.3% | -0.1% | 0.4% | 8.0%
Cc1ccc(S(=O)(=O)N2CCN(C(=O)CSc3ncc(C(F)(F)F)cc3Cl)CC2)cc1 | -22.0% | ? | -12.1% | ? | -8.6% | -6.3% | 2.2% | -32.6%[inhibitor]
O=C1CNC(=O)/C1=C\N1CCCCC1 | 3.7% | -7.3% | -5.3% | -17.6% | -15.4% | 3.4% | -0.7% | -3.0%
CCOC(=O)Cc1cnc(NC(=O)Cn2nnc(-c3ccc(OCC)cc3)n2)s1 | -11.5% | ? | -29.1% | -7.8% | 7.6% | 0.7% | 3.6% | 7.1%[10 µM]

At a glance, some entries already given.
Structure | GAA glycogen | GAA inh | Tau fluor cs | Tau fibril ThT | Tau fibril FP | aGlu spleen mod | aGal spleen mod | HTT ATP protect
O=C(Cn1c(C(=O)NCCCN2CCOCC2)cc2sccc21)c1ccccc1 | 5.2% | -0.4% | -1.7% | -7.5% | -7.5% | -4.9% | -5.3% | -10.1%[10 µM]
CC(=O)c1cc2c(cc1NS(=O)(=O)c1ccc(C)cc1)OCO2 | -11.8% | -1.4% | -23.1% | -8.0% | -7.8% | 0.1% | 0.8% | 13.6%
Cc1coc2c(C)c3oc(=O)c(CCC(=O)N4CCCCC4)c(C)c3cc12 | -3.8%[76.3 µM] | . | -5.5% | ? | -8.9% | . | . | .
CCOC(=O)c1ccc(N2C(=O)c3n[nH]c(-c4cccs4)c3C2c2ccc(OCC)cc2)cc1 (stereo unspecified) | 6.5%[76.3 µM] | . | ? | -1.1% | ? | . | . | .
CCc1nc(-c2ccccc2O)n(-c2ccccc2)n1 | -4.2% | -6.2% | -2.7% | -6.5% | -3.2% | -1.3% | -1.0% | -6.3%

Later entries:
Structure | GAA glycogen | GAA inh | Tau fluor cs | Tau fibril ThT | Tau fibril FP | aGlu spleen mod | aGal spleen mod | HTT ATP protect
COc1cccc(NC(=S)NCCN2CCOCC2)c1 | 0.0% | 7.5% | 0.9% | 2.4% | -11.8% | -7.2% | -5.2% | 7.7%[0.074 µM]
O=C(NOC(=O)c1ccccc1)c1ccccc1 | 5.1% | -13.3% | -3.7% | ? | 13.8% | -0.6% | -9.8% | 18.3%[10 µM]
O=C(CSc1nc(-c2ccco2)cc(C(F)(F)F)n1)Nc1ccc(C(=O)N2CCCCC2)cc1 | -0.4% | -15.3%[15.4 µM] | ? | -1.3% | -11.1% | -0.8% | -3.1% | -5.9%
Cc1nn(-c2ccc(F)cc2)c(Cl)c1/C=C/C(=O)N1CCNC(=O)C1 | 7.6% | -8.7% | -10.9% | -11.0% | 3.7% | 4.5% | -2.7% | -57.5%[inhibitor]
O=S1(=O)CCC(S(=O)(=O)N2CCCCCC2)C1 (stereo unspecified) | -25.1% | 10.8% | -0.9% | 3.0% | 0.4% | 11.0% | 0.5% | -4.4%[10 µM]
COc1cccc(Nc2nc(=O)[nH]nc2C)c1 | -6.0% | -1.2% | 3.7% | 7.5% | 1.0% | -2.3% | -0.6% | 2.1%[10 µM]
Cc1ccc(S(=O)(=O)N2CCCC(c3nc(-c4ccc(C)o4)no3)C2)cc1 (stereo unspecified) | -1.9% | ? | -26.9% | -17.0% | 8.6% | -6.9% | -2.8% | 12.9%
CC1=C(C(=O)N2CCCC(C(=O)c3cccc(C(F)(F)F)c3)C2)OCCO1 (stereo unspecified) | 7.3% | 0.8% | -5.3% | -4.9% | ? | 1.9% | -6.4% | 10.3%[10 µM]
CCOC(=O)c1ccc(N2C(=O)c3n[nH]c(-c4ccco4)c3C2c2ccc(OCC)cc2)cc1 (stereo unspecified) | -6.5%[76.3 µM] | . | ? | 0.4% | ? | . | . | .
COCC(C)NC(=O)COc1nncc2ccccc12 (stereo unspecified) | 6.5% | 7.3% | -2.9% | 0.6% | 0.5% | 2.5% | -11.5% | -16.1%
Cc1cc(-c2nnc(SCC(=O)Nc3ccc(C(F)(F)F)cc3)n2C)no1 | 5.3% | -6.6%[15.4 µM] | 0.2% | 6.9% | -1.0% | 1.7% | -5.5% | 4.2%[10 µM]
COCCNC(=O)C(c1cccs1)N(C(=O)Cn1nnc2ccccc21)c1cccc(C(C)=O)c1 (stereo unspecified) | -10.3% | 0.4% | -10.1% | -11.4% | -0.8% | 2.6% | 7.8% | -18.2%[10 µM]
O=C(c1ccc(CNc2c(N3CCCC3)c(=O)c2=O)cc1)N1CC=C(c2ccccc2)CC1 | 2.4% | . | -5.1% | . | 4.9% | -11.8% | -0.3% | 16.5%[10 µM]
COc1ccc(-n2cc(CNCCCn3ccnc3)c(-c3ccccc3Cl)n2)cc1 | -11.3% | -7.6% | -13.0% | ? | -2.1% | 1.3% | 3.6% | -14.9%[10 µM]
